# CendR NRP1 mod: NRP-1/CendR interaction modulation; O14786; FAM-RPARPAR peptide binding to NRP-1, fluorescence polarization; inhibition, % at 25 µM; 360,000 compounds, 0.85% hits;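 active means inhibition or corrected inhibition above about 18%, plus a signal ratio from 0.5 to 1.5, limit read from the data, passing the limit was not always enough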; further: strong numbers were not always called active
# STEP inh: STEP (human) phosphatase inhibition | P54829 | recombinant STEP, OMFP fluorogenic substrate, fluorescence | inhibition, % at 20 µM | 360,000 compounds, 0.25% hits | AID 588621;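 active means inhibition at 20 µM, scaled per plate between control wells, above about 37%, limit read from the data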;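 further: 0% = DMSO with enzyme and substrate and 100% = substrate only without enzyme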
#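 medium = Bis-Tris buffer pH 6.0, 2.5 mM DTT, 0.005% Tween 20 | test system = STEP (striatal-enriched tyrosine phosphatase) enzyme, cell-free | measure = normalized % inhibition | compound dosing = 20 µM, 1% DMSO | also added = 25 µM OMFP | schedule = reaction 20 min, ambient temperature | measured by = fluorescence read at 480 nm ex / 540 nm em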
# Scp-1 inhibitor: Scp-1 (human) phosphatase inhibition | inhibition, % at 20 µM | 340,000 compounds, 0.88% hits | Recombinant Scp1, phosphopeptide, malachite green phosphate absorbance | Q9GZU7;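 active means inhibition above about 50% at 20 µM, limit read from the data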;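 further: plate controls were DMSO wells with enzyme for no effect and wells lacking enzyme for full effect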
#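 Material: truncated SCP-1 phosphatase (76-261aa) / Buffer or medium: 50 mM Tris acetate pH 5.5, 0.005% Tween-20, 10 mM MgCl2 / Compound dosing: one concentration, 20 µM, with 1.0% DMSO / Incubation: 45 min room-temperature reaction, 5 min colour, 30 min stabiliser / Detection: colorimetric free-phosphate detection, absorbance 630 nm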
# Rpn11 block: inhibitors of human proteasome Rpn11; AID 588493; 360,000 compounds, 0.59% hits; human 26S proteasome, Ub4-pepOG fluorescence polarization; 20S core pre-blocked with epoxomicin; O00487; calls only at 20 µM;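 active means inhibition at 20 µM, scaled to each plate's controls, above about 33%, limit read from the data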
# LMPTP block: LMPTP (human) inhibition. AID 651560. 360,000 compounds, 0.22% hits. recombinant LMPTP-A, OMFP fluorogenic substrate, fluorescence intensity. P24666. inhibition, % at 20 µM;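 active means compounds that cut the enzyme signal by at least half of the control window in the single-dose screen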;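 further: plate controls were DMSO wells with enzyme plus substrate for no effect and substrate without enzyme for full effect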
#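 Test system – LMPTP-A phosphatase enzyme · Quantity – 0.625 nM LMPTP-A final · Reagent – OMFP substrate, 400 µM final · Dosing – one test concentration per compound, 20 µM, with 3% DMSO overall · Timing – 50 min enzyme reaction at room temperature, protected from light · Detection – fluorescence intensity · Controls – substrate-only low control, DMSO enzyme-plus-substrate high control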
# MT1-MMP act inh: inhibitors of human MT1-MMP activation | HT1080 RFP-PRO-GFP cells, GFP/RFP ratio fluorescence, overnight; percent of plate control window, DMSO zero | 360,000 compounds, 0.061% hits | P50281 | GFP/RFP ratio change, % at 20 µM;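 active means GFP/RFP ratio change of at least 30% with cell ATP level not reduced by more than half and red fluorescence within 50% of control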; further: strong numbers were not always called active
#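 Material: RFP-PRO-GFP reporter HT1080 cells. Dosing: single-point 20 µM compound, 1% DMSO. Controls: DMSO and RFP-L50D-GFP cell wells. Timing: cells overnight before dosing, compound overnight, 37 °C, 5% CO2. Measure: GFP/RFP fluorescence ratio.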
# NadD block: blocks S. aureus nicotinate mononucleotide adenylyltransferase. purified NadD enzyme, colorimetric absorbance read-out. inhibition, % at 20 µM. 360,000 compounds, 0.78% hits. AID 602399; in the data active means inhibition above about 26%; further: some compounds past the cut are filed as inactive
# DNMT1 block: inhibitors of human DNMT1 | 360,000 compounds, 0.83% hits | inhibition (reported as % activation of signal), % at 10 µM | DNMT1 molecular beacon, Hinp1I cleavage, fluorescence | P26358; in the data active means inhibition above about 50%
# Target sequence (P26358 504-1616 limits assumed): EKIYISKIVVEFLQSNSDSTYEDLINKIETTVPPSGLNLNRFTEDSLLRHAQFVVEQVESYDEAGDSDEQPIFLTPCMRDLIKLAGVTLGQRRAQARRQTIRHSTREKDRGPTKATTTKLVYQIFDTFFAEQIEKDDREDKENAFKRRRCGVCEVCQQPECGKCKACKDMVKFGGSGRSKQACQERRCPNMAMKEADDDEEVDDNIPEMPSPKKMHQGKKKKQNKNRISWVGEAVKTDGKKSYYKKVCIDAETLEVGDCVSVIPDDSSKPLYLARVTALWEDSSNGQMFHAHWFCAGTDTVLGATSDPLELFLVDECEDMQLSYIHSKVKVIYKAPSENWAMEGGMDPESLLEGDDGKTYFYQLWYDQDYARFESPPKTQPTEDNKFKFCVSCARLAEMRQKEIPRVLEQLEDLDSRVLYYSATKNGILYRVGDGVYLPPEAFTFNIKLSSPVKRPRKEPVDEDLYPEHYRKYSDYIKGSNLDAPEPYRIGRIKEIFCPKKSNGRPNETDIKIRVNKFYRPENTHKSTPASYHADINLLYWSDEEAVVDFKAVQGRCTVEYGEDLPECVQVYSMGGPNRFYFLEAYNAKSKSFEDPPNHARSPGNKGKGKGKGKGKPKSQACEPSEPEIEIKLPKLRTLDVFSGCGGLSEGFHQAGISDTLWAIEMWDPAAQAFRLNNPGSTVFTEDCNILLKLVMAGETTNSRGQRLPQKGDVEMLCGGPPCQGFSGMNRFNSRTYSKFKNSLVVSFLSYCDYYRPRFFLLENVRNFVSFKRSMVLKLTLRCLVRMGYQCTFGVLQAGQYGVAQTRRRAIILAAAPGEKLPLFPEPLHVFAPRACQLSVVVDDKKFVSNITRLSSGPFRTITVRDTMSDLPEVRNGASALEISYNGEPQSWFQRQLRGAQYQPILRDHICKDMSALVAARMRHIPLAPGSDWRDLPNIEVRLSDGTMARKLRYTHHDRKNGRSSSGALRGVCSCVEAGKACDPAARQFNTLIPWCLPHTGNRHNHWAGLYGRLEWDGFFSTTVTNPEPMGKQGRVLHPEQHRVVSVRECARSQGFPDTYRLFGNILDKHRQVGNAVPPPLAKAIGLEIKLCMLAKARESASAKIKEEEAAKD
# SKN-1 inh: C. elegans SKN-1 inhibition | inhibition, % at 21.8 µM | C. elegans VP596 Pgst-4::GFP/RFP ratio, acrylamide-induced, 24 h | AID 624304 | 360,000 compounds, 0.49% hits;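 active means interference check ratio from 0.5 to 1.5 plus GFP to RFP signal ratio inhibition reaching or exceeding a fixed threshold, cut at about 30% in these data, passing the limit was not always enough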; further: some compounds called inactive have numbers as strong as hits
# SUMO1-SIM PPI: modulators of human SUMO1-mediated protein-protein interactions | P63165 | SUMO1 binding to a labelled peptide, TR-FRET, 1 h | inhibition, % at 20 µM | 360,000 compounds, 0.33% hits | AID 602429; in the data active means inhibition above about 37%
# An asterisk follows results filed as active; i = inactive; nt = not tested or not shown.
entry	SMILES	CendR NRP1 mod	STEP inh	Scp-1 inhibitor	Rpn11 block	LMPTP block	MT1-MMP act inh	NadD block	DNMT1 block	SKN-1 inh	SUMO1-SIM PPI
1	O=S(=O)(CC(O)CS(=O)(=O)c1ccc(Cl)cc1)c1ccccc1 (stereo not given)	11	0	-7	i	-0.7	0	-5	0	0	2
2	COc1ccccc1C(=O)NNC(=O)CN(C)S(=O)(=O)c1ccc(Cl)cc1	7	1	nt	i	-0.9	4	2	0	22	3
3	COc1cccc(CN2CC(C(=O)N(C)CCc3ccccc3)CCC2=O)c1 (stereo not given)	5	-1	-6	i	-0.7	1	1	0	8	3
4	Cc1ccc(OCc2nc3ccccc3n2C(C(=O)NC(C)(C)C)c2ccccc2)cc1 (stereo not given)	8	nt	nt	nt	1.3	0	nt	nt	10	0
5	CCN(CC)CCNC(=O)c1sc2ncn(CC(=O)Nc3ccc(C)c(Cl)c3)c(=O)c2c1C	1	-3	-5	i	-0.3	2	-3	2	6	-8
6	CN1CCN(CCC=C2c3ccccc3Sc3ccc(S(=O)(=O)N(C)C)cc32)CC1	3	4	-11	i	-1.8	-7	-5	-2	0	-5
7	Cc1c(Cl)cccc1NC(=O)c1nc(C)n(-c2cc(OC(C)C)c(Cl)cc2Cl)n1	4	0	-9	i	1.8	-3	9	-3	11	-1
8	CCOc1ccc2nc(N3C(=O)CNC3=S)sc2c1	9	-2	-11	i	-0.6	8	4	3	1	3
9	COc1cc2[nH]c(C(=O)NCC3CCCO3)cc2c(OC)c1OC (stereo not given)	15	-1	-9	i	-0.8	7	-3	1	0	5
10	CN(C)CCNc1ncnc2c1sc1nc(-c3ccccc3)c3c(c12)CCCC3	2	5	-17	i	-1.9	-10	9	1	16	-82
11	COC(=O)[C@H](Cc1ccccc1)NC(=O)N1CCN(c2ccc(F)cc2)CC1	8	2	-5	i	-1.6	-3	-3	1	-6	0
12	O=S(=O)(c1cccc2cccnc12)N1CCCCC1	1	2	1	i	-0.1	0	-4	2	6	2
13	Cc1ccc(NC2=C(Cl)C(=O)OC2OC(C)C)cc1 (stereo not given)	11	-3	-4	i	0.0	-1	-5	4	12	1
14	COc1ccccc1NC(=O)C1CCN(C(=O)NCc2ccccc2)CC1	11	2	-4	i	-1.4	-1	-2	0	-6	2
15	CCN(CC)S(=O)(=O)c1cccc(-c2nn(-c3ccccc3)cc2/C=C(\C#N)C(=O)NCc2ccco2)c1	0	0	-12	i	2.0	10	11	10	4	3
16	CC(C(=O)Nc1ccccc1-c1ccccc1)N1CCN(Cc2ccccc2)CC1 (stereo not given)	1	-6	0	i	-1.2	-8	-6	-3	3	4
17	O=[N+]([O-])c1ccc(-c2nc(C(Cl)Cl)c3ccccc3n2)cc1	8	4	-1	i	-0.1	-27	1	14	-4	-7
18	Cc1nn(CCS(=O)(=O)c2ccc(Cl)cc2)c(C)c1Br	-10	-3	3	i	-1.5	-3	-2	3	1	5
19	CC1CN(C(=O)CSc2nnc(-c3ccccc3)o2)CC(C)O1 (stereo not given)	12	0	-2	i	-0.3	-2	-1	2	7	5
20	O=C(NC1CCCCCC1)C1c2ccccc2C(=O)N1Cc1cccs1 (stereo not given)	10	1	5	i	-2.1	0	-1	1	0	-1
21	CCOC(=O)NC(NS(=O)(=O)c1ccccc1)(C(=O)OCC)C(F)(F)F (stereo not given)	-4	-2	-8	i	-0.7	3	-8	6	4	1
22	COc1cc(/C=N/NC(=O)c2cccc([N+](=O)[O-])c2)ccc1OCc1ccc(C)cc1	4	7	-6	i	-1.1	8	13	19	25	1
23	COC(CNC(=O)c1ccc2c3c(onc13)-c1ccccc1C2=O)OC	0	8	2	i	7.1	34*	3	-28	59	-15
24	CC(C)(C)CC(=O)Nc1nn[nH]n1	-11	4	-1	i	-2.3	12	-5	2	-5	0
25	CC[N+]1(CC)CC2=Cc3ccccc3CC2C1 (stereo not given)	6	1	-4	i	-0.2	1	-1	1	5	2
26	OCC1(CC2CCCCO2)CCN(Cc2nc3ccccc3[nH]2)CC1 (stereo not given)	-4	2	-2	i	-0.2	-7	2	-1	-2	0
27	COc1ccccc1C(=O)NC(=O)OCCn1c(C)cnc1[N+](=O)[O-]	0	2	0	i	-1.6	3	-7	2	-6	-16
28	O=C(OCc1nnc(-c2ccccc2)o1)c1cccc(S(=O)(=O)N2CCOCC2)c1	-3	-2	-2	i	-0.8	0	-2	0	-16	3
29	O=C(CN1CCNCC1)N1CCOCC1	8	1	nt	i	-0.7	2	-1	-2	12	0
30	Cc1ccc(-n2c(=O)cc(N3CCC(C)CC3)[nH]c2=O)cc1	-11	-2	-4	i	-0.9	0	4	-1	17	-2

# Record cards (already shown). Order of screens: CendR NRP1 mod, STEP inh, Scp-1 inhibitor, Rpn11 block, LMPTP block, MT1-MMP act inh, NadD block, DNMT1 block, SKN-1 inh, SUMO1-SIM PPI
# `CCOc1ccc2nc(N3C(=O)CNC3=S)sc2c1` is entered as 9, -2, -11, i, -0.6, 8, 4, 3, 1, 3
# `O=C(CN1CCNCC1)N1CCOCC1` is entered as 8, 1, nt, i, -0.7, 2, -1, -2, 12, 0
# `COc1cc(/C=N/NC(=O)c2cccc([N+](=O)[O-])c2)ccc1OCc1ccc(C)cc1` is entered as 4, 7, -6, i, -1.1, 8, 13, 19, 25, 1
# `CC[N+]1(CC)CC2=Cc3ccccc3CC2C1` (stereo not given) is entered as 6, 1, -4, i, -0.2, 1, -1, 1, 5, 2
# `COc1ccccc1NC(=O)C1CCN(C(=O)NCc2ccccc2)CC1` is entered as 11, 2, -4, i, -1.4, -1, -2, 0, -6, 2

# New compounds follow
entry	SMILES	CendR NRP1 mod	STEP inh	Scp-1 inhibitor	Rpn11 block	LMPTP block	MT1-MMP act inh	NadD block	DNMT1 block	SKN-1 inh	SUMO1-SIM PPI
31	NS(=O)(=O)c1ccc(NC(=O)c2ccc(CNS(=O)(=O)c3cc(C(F)(F)F)ccc3Cl)cc2)cc1	-10	-2	-16	i	0.7	0	-5	5	-4	3
32	O=C(/C=C/c1ccc(N2CCOCC2)cc1)c1ccccc1	-175	-7	-3	nt	-0.2	-7	1	-1	4	-18
33	CCOc1ccc(NC(=O)/C=C/c2ccccc2)c([N+](=O)[O-])c1	-13	0	-3	nt	-1.2	1	-4	10	3	-10
34	O=C(Nc1cccc(F)c1)N1CCCC(CNS(=O)(=O)Cc2ccccc2)C1 (stereo not given)	0	0	-9	i	1.2	2	-4	-4	-1	-2
35	CC(=O)c1cccc(NC(=O)/C(=C/c2ccco2)NC(=O)c2ccco2)c1	-31	-2	-8	i	-0.2	-3	2	-1	4	0
36	CCOC(=O)CSc1nc(C)c2ccc(C)cc2n1	-5	-2	-1	i	1.2	3	3	-1	-5	-3
37	c1ccc(Oc2nc3ccccc3n3cccc23)cc1	12	0	-2	i	4.5	3	-4	-3	14	0
38	COc1ccc(C2C(C(=O)c3ccc(C)o3)=C(O)C(=O)N2Cc2ccco2)cc1OC (stereo not given)	4	4	1	i	0.3	2	1	0	10	5
39	CCn1cc(C(=O)N[C@H](C(=O)NCCO)C(C)C)c(=O)c2cc3c(cc21)OCO3	7	2	6	i	0.6	-1	-5	-2	9	4
40	COc1ccc(NC(=O)Nc2ccc(Br)cn2)cc1OC	47*	-4	1	i	-2.1	-1	5	-2	5	0
41	CCC(C)NC(=O)c1cn(CC)c2ccc(S(=O)(=O)N(C)C)cc2c1=O (stereo not given)	-10	2	-4	i	-1.2	8	1	0	9	7
42	CC(C)=CC(=O)OCC(=O)NC1CCCc2ccccc21 (stereo not given)	1	-2	-4	i	0.8	2	2	1	-2	2
43	Cc1cc(=O)[nH]c(SCC2(O)C3CC4CC(C3)CC2C4)n1 (stereo not given)	4	-4	-12	i	0.6	-2	-4	11	-6	0
44	CN(C)C(=O)c1cccc(-c2cnc3c(NC=O)cc(-c4cccc(F)c4)cn23)c1	-31	0	nt	i	1.1	-6	7	2	1	-4
45	O=C(Nc1nc2ccc(F)cc2s1)C1=COCCO1	-7	0	-1	i	1.0	3	-2	-2	11	7
46	CC(NC(=O)[C@H](Cc1c[nH]c2ccccc12)NC(=O)[C@@H]1Cc2ccccc2CN1)c1ccccc1 (stereo not given in full)	-11	-2	-7	i	-0.9	0	16	-6	-7	-1
47	O=C(Nc1cccc([N+](=O)[O-])c1)c1ccc2c(c1)OCO2	3	-2	-11	i	-0.5	0	-1	-8	3	-15
48	COc1ccc(S(=O)(=O)NC2CCCC2)c(Cl)c1Cl	3	-4	-6	i	-0.7	0	1	2	4	-1
49	O=C(CS(=O)(=O)c1ccc(Cl)cc1)NCCS(=O)(=O)c1ccc(Cl)cc1	13	0	-2	i	0.0	4	-5	-3	-5	1
50	O=C(NCCOc1ccc(F)cc1)C1CCC(=O)N(CC2CCCCC2)C1 (stereo not given)	5	-2	-5	i	-0.2	-1	-4	0	-5	-2
51	S=C1N(c2ccccc2)C(c2ccc(Cl)cc2)N2CCCN12 (stereo not given)	-3	-17	-13	i	0.1	-1	-11	2	-9	2

# Copied from above, nos. 49 to 51
entry	SMILES	CendR NRP1 mod	STEP inh	Scp-1 inhibitor	Rpn11 block	LMPTP block	MT1-MMP act inh	NadD block	DNMT1 block	SKN-1 inh	SUMO1-SIM PPI
49	O=C(CS(=O)(=O)c1ccc(Cl)cc1)NCCS(=O)(=O)c1ccc(Cl)cc1	13	0	-2	i	0.0	4	-5	-3	-5	1
50	O=C(NCCOc1ccc(F)cc1)C1CCC(=O)N(CC2CCCCC2)C1 (stereo not given)	5	-2	-5	i	-0.2	-1	-4	0	-5	-2
51	S=C1N(c2ccccc2)C(c2ccc(Cl)cc2)N2CCCN12 (stereo not given)	-3	-17	-13	i	0.1	-1	-11	2	-9	2
